# inhibitors of VEEV: inhibitors of VEEV TC-83 cytopathic effect, confirmation, Vero cells (AID 588727); Vero cells, VEEV TC-83 cytopathic effect inhibition; higher % means a stronger effect; inhibition, % at 20 µM, or IC50 in µM where a hit was titrated; actives 0.13% (n = 350,000); in the data active means a potency from the dose series; inconclusive means inhibition mostly from about 14% at the one dose, without a potency; inactive means the rest, 99 in 100 with inhibition below about 12%; further: strong numbers were not always called active
# H1N1 NS1A inhibition: H1N1 influenza NS1A inhibitors, functional cell based assay (AID 504329); actives 0.3% (n = 340,000); one-dose inhibition, % at 12.5 µM; IC50 in µM for titrated hits; NS1A functional cell-based assay, percent inhibition; higher % means a stronger effect; in the data active means a potency from the dose series; inconclusive means inhibition above about 27% without an active follow-up result; further: strong numbers were not always called active
# Salmonella PhoP GFP: PhoP regulon inhibitors, Salmonella typhi PhoP promoter GFP reporter, confirmatory (AID 1850); Salmonella Typhi PhoP-promoter GFP reporter, fluorescence, 4 h; higher % means a stronger effect; inhibition, % at 50 µM; hits with a dose series show IC50 in µM; actives 0.33% (n = 310,000); in the data active means a potency from the dose series; inconclusive means inhibition mostly from about 25% at the one dose, without a potency; inactive means the rest, 99 in 100 with inhibition below about 19%;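 further: 0% = induced wells with vehicle and 100% = uninduced wells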
# tuberculosis growth: growth inhibition of non-replicating M. tuberculosis (AID 488890). Mycobacterium tuberculosis non-replicating, growth inhibition; higher % means a stronger effect. inhibition, % at 25 µM; hits with a dose series show IC50 in µM. actives 0.39% (n = 320,000); in the data active means a potency from the dose series; inconclusive means inhibition mostly from about 82% at the one dose, without a potency; inactive means the rest, 99 in 100 with inhibition below about 76%;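 further: plate controls were DMSO cells for no effect and high antibiotic wells for full effect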
# M. tuberculosis HTS: M. tuberculosis growth inhibition, HTS (AID 449762). one-dose inhibition, % at 25 µM; IC50 in µM for titrated hits. M. tuberculosis H37Rv growth inhibition, 7H9 media; higher % means a stronger effect. actives 0.59% (n = 330,000); in the data active means a potency from the dose series; inconclusive means inhibition above about 70% without an active follow-up result;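 further: bacterial growth assessed after seven days of incubation; strong numbers were not always called active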
# inhibitors of VEEV 10K pilot screen: second read-out of inhibitors of VEEV, no call of its own (marks repeat the call); inhibition, %; measured here: 10K pilot screen inhibition
# The depositor's hits bear a star; i = inactive; ? = inconclusive; . = not tested or not shown.
SMILES,inhibitors of VEEV,H1N1 NS1A inhibition,Salmonella PhoP GFP,tuberculosis growth,M. tuberculosis HTS,others
Cc1onc(-c2ccccc2)c1C(=O)N/N=C/c1ccc([N+](=O)[O-])s1,i,6%,-1%,8.1µM*,?,
COc1ccccc1C(=O)Nc1ccccn1,0.5%,-7%,-1%,22%,4%,
COCC(C)NC(=O)c1ccc(-n2nc(C(F)(F)F)cc2-c2cccs2)cc1 (stereo not drawn),6.5%,-4%,6%,6%,14%,
O=C(O)c1ccc(/C=N/Nc2nc(N3CCCCC3)nc(N3CCCCC3)n2)cc1,0.6%,-3%,0%,7%,9%,
COc1ccc2nc3cccc(OC)c3nc2c1,9.1%,-1%,7%,17%,6%,
Cc1ccc(S(=O)(=O)Nc2c(C)n(C)n(-c3ccccc3)c2=O)cc1C(=O)NCc1ccccn1,0.6%,3%,-10%,2%,2%,
COc1ccc(N2C(=O)C(Cl)=C(N3CCCC3)C2=O)cc1,3.3%,1%,-3%,51%,5%,
Cc1ccc(N(C(=O)CNC(=O)c2ccco2)C(C(=O)NC2CCCC2)c2ccncc2)cc1F (stereo not drawn),1.9%,4%,8%,17%,3%,
COc1cc(S(=O)(=O)N(C)C2CCCCC2)c(C)cc1C,i,-7%,.,.,.,
Cn1ncc(Br)c1C(=O)N1CCOCC1,i,19%,1%,-4%,3%,
CS(=O)(=O)N1CCCC(C(=O)Nc2ccc(Br)cc2F)C1 (stereo not drawn),0.5%,-4%,0%,-17%,-5%,
O=C(Nc1ccc2c(c1)OCCO2)c1ccc2ccccc2n1,2.5%,-4%,-6%,60%,5%,
CCCS(=O)(=O)c1nnnn1-c1cccc(OC)c1,i,5%,4%,3.6µM*,?,
Cc1ccc(S(=O)(=O)N(C)CCCC(=O)N2CCCCC2)cc1,0.7%,25%,1%,2%,1%,
c1ccc(-c2cn3c(n2)SCC3)cc1,i,0%,1%,2%,-1%,

# For convenience, part of the list above.
SMILES,inhibitors of VEEV,H1N1 NS1A inhibition,Salmonella PhoP GFP,tuberculosis growth,M. tuberculosis HTS,others
Cc1onc(-c2ccccc2)c1C(=O)N/N=C/c1ccc([N+](=O)[O-])s1,i,6%,-1%,8.1µM*,?,
COc1ccccc1C(=O)Nc1ccccn1,0.5%,-7%,-1%,22%,4%,

# (continued)
SMILES,inhibitors of VEEV,H1N1 NS1A inhibition,Salmonella PhoP GFP,tuberculosis growth,M. tuberculosis HTS,others
Cc1cccc(C)c1NC(=O)N1CCC(n2cnc3ccccc32)CC1,i,1%,-3%,11%,12%,
COc1ccccc1Nc1nc(-c2sc(NC(=O)c3cccc(Cl)c3)nc2C)cs1,.,.,1%,-8%,8%,
COc1ccccc1CCC(=O)OCC(=O)Nc1c(C)nn(-c2ccccc2)c1C,0.9%,0%,4%,-2%,-1%,
O=C(c1cc2cc(Br)cc(Br)c2oc1=O)N1CCOCC1,1.2%,-2%,-1%,21%,5%,
CCc1sc(C(=O)N2CCN(S(C)(=O)=O)CC2)cc1Br,0.5%,-3%,1%,-13%,-2%,
COc1ccc(N2C(=O)CSC2c2ccccc2F)c(OC)c1 (stereo not drawn),i,1%,3%,-7%,-4%,
Cc1cc(C(F)F)nn1CC(=O)Nc1cc([N+](=O)[O-])ccc1F,1.9%,31%,-7%,14%,-5%,
CCN(CC)S(=O)(=O)c1ccc(N2CCCCC2)c(C(=O)Nc2ccccc2N2CCOCC2)c1,1.9%,2%,-7%,52%,-2%,
CN(C)C(CNC(=O)c1cccs1)c1cccnc1 (stereo not drawn),0.2%,0%,-10%,-10%,0%,
Cc1ccccc1C(=O)NCC(=O)OCC(=O)NC(C)C1CC2CCC1C2 (stereo not drawn),1.4%,-10%,.,-26%,-16%,
FC(F)(F)c1nnc2sc(-c3ccccn3)nn12,6.0%,6%,2%,-11%,-6%,
Cc1cccc(NCc2ccc(O)c3ncccc23)c1,0.5%,-1%,11%,?,14%,
CCOc1ccccc1NC(=O)CSc1nc2c(c(=O)n1C)SC(C)C2 (stereo not drawn),8.1%,6%,.,.,2%,
C=CCn1c(=O)c2ccccc2n2c(SC(C)C(=O)Nc3nc(-c4ccccc4)cs3)nnc12 (stereo not drawn),8.9%,33%,-3%,-1%,0%,
CC12CCC3(CO)COC(c4ccccc4O1)C2C3 (stereo not drawn),0.2%,6%,-7%,-4%,4%,

# Among those listed so far, these contain a halogen:
SMILES,inhibitors of VEEV,H1N1 NS1A inhibition,Salmonella PhoP GFP,tuberculosis growth,M. tuberculosis HTS,others
COCC(C)NC(=O)c1ccc(-n2nc(C(F)(F)F)cc2-c2cccs2)cc1 (stereo not drawn),6.5%,-4%,6%,6%,14%,
COc1ccc(N2C(=O)C(Cl)=C(N3CCCC3)C2=O)cc1,3.3%,1%,-3%,51%,5%,
Cc1ccc(N(C(=O)CNC(=O)c2ccco2)C(C(=O)NC2CCCC2)c2ccncc2)cc1F (stereo not drawn),1.9%,4%,8%,17%,3%,
Cn1ncc(Br)c1C(=O)N1CCOCC1,i,19%,1%,-4%,3%,
CS(=O)(=O)N1CCCC(C(=O)Nc2ccc(Br)cc2F)C1 (stereo not drawn),0.5%,-4%,0%,-17%,-5%,
COc1ccccc1Nc1nc(-c2sc(NC(=O)c3cccc(Cl)c3)nc2C)cs1,.,.,1%,-8%,8%,
O=C(c1cc2cc(Br)cc(Br)c2oc1=O)N1CCOCC1,1.2%,-2%,-1%,21%,5%,
CCc1sc(C(=O)N2CCN(S(C)(=O)=O)CC2)cc1Br,0.5%,-3%,1%,-13%,-2%,
COc1ccc(N2C(=O)CSC2c2ccccc2F)c(OC)c1 (stereo not drawn),i,1%,3%,-7%,-4%,
Cc1cc(C(F)F)nn1CC(=O)Nc1cc([N+](=O)[O-])ccc1F,1.9%,31%,-7%,14%,-5%,
FC(F)(F)c1nnc2sc(-c3ccccn3)nn12,6.0%,6%,2%,-11%,-6%,

# Continued:
SMILES,inhibitors of VEEV,H1N1 NS1A inhibition,Salmonella PhoP GFP,tuberculosis growth,M. tuberculosis HTS,others
CCc1ccc(OCC(=O)NNC(=O)c2cc(S(=O)(=O)N(C)C)ccc2N2CCCC2)cc1,5.4%,-3%,2%,1%,13%,
Cc1cc(C)cc(N(CC(=O)NC2CCCCC2)C(=O)c2csnn2)c1,0.7%,6%,7%,-7%,0%,
Cc1cc(=O)n2[nH]c(C)c(-c3ccc(Cl)cc3)c2n1,0.2%,-7%,-5%,57%,-1%,
C/C(=N\NC(=O)CNC(=O)C(c1ccccc1)c1ccccc1)c1ccc(C)cc1,.,.,-7%,-7%,-7%,
CCOC(=O)C1CCN(C(=O)Nc2ccc3oc(C)nc3c2)CC1,0.5%,-7%,5%,1%,-5%,
Cc1ccc(-c2nnc(N3CCC(C)CC3)c3ccccc23)cc1C,2.1%,7%,-3%,?,62%,
Cc1ccc(S(=O)(=O)NN2C(=O)/C(=C/c3cccs3)SC2=S)cc1,0.2%,-30%,-9%,39%,6%,
CSCCC(NC(=O)c1ccccc1Cl)C(=O)NCC(c1ccco1)N1CCCCC1 (stereo not drawn),1.1%,-10%,8%,-11%,3%,
CC1C(=O)N2CCCc3cc(NC(=O)C(=O)NCc4ccc5c(c4)OCO5)cc1c32 (stereo not drawn),9.3%,-2%,2%,14%,37%,
Cc1nc(Sc2cccn2C)c(C(F)(F)F)c(=O)[nH]1,i,-1%,-3%,9%,-2%,
Cc1cc(=O)oc2cc(OCC(=O)OC(C)C(=O)Nc3ccc(S(N)(=O)=O)cc3)ccc12 (stereo not drawn),3.8%,2%,.,-23%,1%,
CCc1nnc(NC(=O)C2CCC2)s1,6.3%,11%,8%,0%,-9%,
O=C(Nc1cccc(Br)c1)c1ccc(OC2CSC2)cc1,.,.,14%,.,26%,
O=C(CSc1nnc(-c2ccccc2)n1-c1ccc(Cl)cc1)N/N=C/c1ccco1,0.4%,4%,-12%,37%,-3%,
COc1ccc(Oc2nc3ccccc3n3cccc23)cc1,4.6%,-1%,0%,-2%,1%,
COCCc1nc2ccc(C(=O)NCc3cccc(-n4cccn4)c3)cc2o1,5.0%,3%,-12%,17%,2%,
Cc1cc(C)cc(NC(=S)NC2CC3CCCC(C2)N3C2CC2)c1 (stereo not drawn),0.1%,-1%,-11%,35%,?,
COC(=O)[C@H]1[C@@H](C)N(Cc2ccccc2)C(=O)N[C@H]1c1cccc(C(F)(F)F)c1,1.6%,6%,-18%,-6%,1%,
COc1cc(O)cc2c1C(=O)OC(C)CCCC(=O)CCC/C=C\2 (stereo not drawn),4.1%,4%,-5%,15%,9%,
Cc1cccc(N2C(=O)CC(=O)NC2=O)c1,2.7%,3%,-5%,16%,-3%,
O=C(c1ccc([N+](=O)[O-])cc1)N(C1=NCCCCS1)c1ccccc1,6.0%,21%,1%,20%,-2%,
O=C(CF)N(O)c1ccc(C=Cc2ccccc2)cc1,6.5%,-16%,.,.,.,
CCn1c(=O)c(C(=O)NCc2ccccc2Cl)c(O)c2ccccc21,2.0%,0%,5%,0%,0%,
Cc1cccn2c(=O)c3cc(C(=O)N4CCCCC4)sc3nc12,1.3%,-7%,9%,6%,9%,
O=C(C1=NNC2C(=O)N(c3ccccc3)C(=O)C12)c1nc(Cl)ccc1Cl (stereo not drawn),i,-1%,-8%,-20%,-4%,
Cc1cccc(N=C2NC(=O)/C(=C/c3cccn3C)S2)c1C,5.1%,-6%,-9%,29%,-12%,
CSc1ncccc1C(=O)OCC(=O)c1ccccc1,1.6%,-2%,10%,80%,0%,
CCOC(=O)N1CCC(NS(=O)(=O)c2cc(Br)cnc2N)CC1,5.4%,-3%,-8%,15%,-1%,inhibitors of VEEV 10K pilot screen=1.8
O=C(c1cccc(-c2ccc(O)cc2)c1)N1CCOCC1,2.0%,2%,-1%,-12%,-6%,
CCOc1ccc(CN(C)CC(O)COC(c2ccc(OC)cc2)c2ccc(OC)cc2)cc1 (stereo not drawn),i,14%,1%,?,10µM*,
Cc1cc(C)cc(N=C2NC(=O)/C(=C/c3cccs3)S2)c1,1.9%,0%,-7%,37%,?,
COc1ccc(Cl)cc1NC(=O)COC(=O)CCc1cc(OC)c(OC)c(OC)c1,1.3%,3%,9%,17%,-2%,
O=C(Nn1cc(C(=O)Nc2ccc(F)cc2F)c2ccccc2c1=O)c1cnccn1,1.8%,5%,5%,?,?,
CC1(C)CC(=O)C=C(Nc2ccc(Br)cc2F)C1,0.1%,19%,0%,-18%,-6%,
CCOC(=O)N1CCN(C(=O)c2c(-c3ccccc3)noc2C)CC1,0.7%,-6%,-5%,-22%,-4%,
COc1ccc(C)cc1S(=O)(=O)N1CCC(C)CC1,2.0%,-10%,6%,1%,21%,
CC(O)(CS(=O)(=O)c1ccccc1)C(=O)Nc1cccc(C(F)(F)F)c1 (stereo not drawn),0.2%,3%,1%,3%,-15%,inhibitors of VEEV 10K pilot screen=0.8
CC(C)(C#N)NC(=O)c1ccco1,1.0%,-1%,1%,-16%,-4%,
Cc1occc1-c1nnc(SCC(=O)Nc2ccc3c(c2)OCO3)n1CC1CCCO1 (stereo not drawn),2.7%,1%,5%,0%,-3%,
COc1ccccc1C(=O)COC(=O)CNS(=O)(=O)c1ccc(C)cc1,0.2%,4%,6%,-9%,-9%,
CCC(=O)c1ccc(OCC(=O)OCC(=O)c2cc(C)n(C3CC3)c2C)cc1,1.1%,0%,5%,8µM*,2.4µM*,
Cc1cccc(CCN(CC(=O)NC(C)(C)C)C(=O)c2csnn2)c1,8.6%,1%,-2%,-1%,-2%,
CSc1ccc(CNC2CN3CCC2CC3)cc1 (stereo not drawn),i,-8%,1%,-10%,0%,
CSc1ccc(NC(=O)N2CCC(C(=O)c3ccc(F)cc3)CC2)cc1,0.8%,9%,-4%,?,55%,
CC(=O)Nc1nc(SCCCc2ccccc2)n[nH]1,1.7%,-7%,11%,26%,-3%,
COc1ccc2[nH]cc(CCNC(=O)Cc3ccc(Cl)cc3)c2c1,0.6%,-7%,-13%,35%,1%,
COCCNC(=O)C(c1ccc(C)o1)N(C(=O)C(=O)NC1CCCCC1)c1ccc(F)cc1 (stereo not drawn),i,-5%,9%,16%,3%,

# Bioassay records deposited in PubChem BioAssay by Southern Research Specialized Biocontainment Screening Center.
